High-throughput results as filed in PubChem.
hgDAF12 agonist: activates the H. glycines DAF-12 receptor ligand-binding domain. AID 687014. HEK293 GAL4-hgDAF12 UAS-luciferase reporter, agonist luminescence; normalized to butyrate control. activation, % at 6.8 µM. actives 1.8% (n = 370,000);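 active = activation above a cutoff set at the mean of all screened compounds plus 3 SD, cut at about 10% in these data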;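 also: 0% = DMSO wells and 100% = sodium butyrate wells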
ADAM17 inh: inhibitors of human ADAM17; inhibition, % at 6.95 µM; AID 720648; P78536; actives 0.83% (n = 370,000); recombinant ADAM17, EDANS/DABCYL FRET peptide cleavage;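 active = inhibition above the mean of compounds lying between control limits plus 3 SD, set per campaign, cut at about 8.5% in these data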;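 also: 0% = DMSO-only wells as the low control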
SMARCA2 activ: activators of SMARCA2 function. activation, % at 9.1 µM. actives 1% (n = 370,000). MG213 cells, MMTV-luciferase reporter, dexamethasone, overnight; in the data active = activation above about 7.8%;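 also: 0% = vehicle wells and 100% = reference activator wells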
Rev-erbA mod: modulators of human Rev-erb alpha DNA binding; P20393; Rev-erbα–FITC-DNA binding, fluorescence polarization, 90 min; activity, % at 10 µM; actives 0.79% (n = 370,000);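 active = activity above about 14%, limit read from the data; passing the limit was not always enough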;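 also: 0% = DMSO wells with 35 nM protein and 100% = DMSO wells with 750 nM protein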
hcDAF-12 act: activates DAF-12 receptor from parasite H. contortus; activation, % at 6.8 µM; HEK293 hcDAF-12 lit1-tk-luc reporter, luminescence; 0% DMSO, 100% Δ7-dafachronic acid; actives 1.4% (n = 370,000);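 active = activation above the mean of all tested compounds plus 3 SD, cut at about 5.5% in these data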;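 also: 100% = response to 3 µM Δ7-dafachronic acid high control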
ssDAF12 agonist: activates DAF-12 receptor from parasite S. stercoralis; activation, % at 6.8 µM; HEK293 ssDAF-12/GRIP1 lit1-tk-luc reporter, luminescence; % of 3 µM dafachronic acid response; actives 1% (n = 370,000);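 active = activation above the mean over all tested compounds plus 3 SD, cut at about 0.9% in these data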;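 also: 0% = DMSO-only wells and 100% = 3 µM delta7-dafachronic acid wells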
DAX1 inh-1: NR0B1 (DAX1) inhibition; HEK293 Gal4-DAX1 luciferase reporter, luminescence; inhibition, % at 6.75 µM; actives 0.99% (n = 340,000); AID 504766;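 active = inhibition above the mean over all tested compounds plus 3 SD, cut at about 4.2% in these data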;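 also: 0% = DAX1-transfected cells with DMSO and 100% = empty-vector control cells with DMSO; inhibition shows as a rise in luminescence from relieved DAX1 repression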
DAX1 inh-2: blocks DAX1 repression of SF-1 activated StAR promoter; HEK293T StAR-luciferase reporter, SF-1/DAX-1 repression relief; inhibition, % at 6.8 µM; actives 1.1% (n = 370,000); AID 652010;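 active = inhibition above the mean over all tested compounds plus 3 SD, cut at about 3.6% in these data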;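 also: 0% = DAX-1 cells with DMSO and 100% = cells lacking DAX-1 with DMSO; higher inhibition means more luminescence from relief of DAX-1 repression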
MBD2 DNA inh: blocks human MBD2 binding to methylated DNA; Q9UBB5; TR-FRET, MBD2 binding to methylated oligonucleotide; inhibition, % at 4.4 µM; actives 0.31% (n = 370,000); in the data active = inhibition above about 13%
PLCb3 inh: inhibitors of human phospholipase C beta3; inhibition, % at 12.2 µM; actives 0.18% (n = 370,000); AID 720704; Purified PLC-beta3, fluorogenic substrate, fluorescence; Q01970; in the data active = inhibition above about 11%;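 also: 0% = median of compound wells on plate and 100% = full blocker control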
PLCg1 inh: PLC-gamma1 (human) inhibition, primary screen; purified PLC-gamma1, fluorogenic substrate, fluorescence; inhibition, % at 12.2 µM; actives 0.84% (n = 370,000); AID 720700; in the data active = inhibition above about 9.5%
Target sequence (P19174 whole entry, looked up): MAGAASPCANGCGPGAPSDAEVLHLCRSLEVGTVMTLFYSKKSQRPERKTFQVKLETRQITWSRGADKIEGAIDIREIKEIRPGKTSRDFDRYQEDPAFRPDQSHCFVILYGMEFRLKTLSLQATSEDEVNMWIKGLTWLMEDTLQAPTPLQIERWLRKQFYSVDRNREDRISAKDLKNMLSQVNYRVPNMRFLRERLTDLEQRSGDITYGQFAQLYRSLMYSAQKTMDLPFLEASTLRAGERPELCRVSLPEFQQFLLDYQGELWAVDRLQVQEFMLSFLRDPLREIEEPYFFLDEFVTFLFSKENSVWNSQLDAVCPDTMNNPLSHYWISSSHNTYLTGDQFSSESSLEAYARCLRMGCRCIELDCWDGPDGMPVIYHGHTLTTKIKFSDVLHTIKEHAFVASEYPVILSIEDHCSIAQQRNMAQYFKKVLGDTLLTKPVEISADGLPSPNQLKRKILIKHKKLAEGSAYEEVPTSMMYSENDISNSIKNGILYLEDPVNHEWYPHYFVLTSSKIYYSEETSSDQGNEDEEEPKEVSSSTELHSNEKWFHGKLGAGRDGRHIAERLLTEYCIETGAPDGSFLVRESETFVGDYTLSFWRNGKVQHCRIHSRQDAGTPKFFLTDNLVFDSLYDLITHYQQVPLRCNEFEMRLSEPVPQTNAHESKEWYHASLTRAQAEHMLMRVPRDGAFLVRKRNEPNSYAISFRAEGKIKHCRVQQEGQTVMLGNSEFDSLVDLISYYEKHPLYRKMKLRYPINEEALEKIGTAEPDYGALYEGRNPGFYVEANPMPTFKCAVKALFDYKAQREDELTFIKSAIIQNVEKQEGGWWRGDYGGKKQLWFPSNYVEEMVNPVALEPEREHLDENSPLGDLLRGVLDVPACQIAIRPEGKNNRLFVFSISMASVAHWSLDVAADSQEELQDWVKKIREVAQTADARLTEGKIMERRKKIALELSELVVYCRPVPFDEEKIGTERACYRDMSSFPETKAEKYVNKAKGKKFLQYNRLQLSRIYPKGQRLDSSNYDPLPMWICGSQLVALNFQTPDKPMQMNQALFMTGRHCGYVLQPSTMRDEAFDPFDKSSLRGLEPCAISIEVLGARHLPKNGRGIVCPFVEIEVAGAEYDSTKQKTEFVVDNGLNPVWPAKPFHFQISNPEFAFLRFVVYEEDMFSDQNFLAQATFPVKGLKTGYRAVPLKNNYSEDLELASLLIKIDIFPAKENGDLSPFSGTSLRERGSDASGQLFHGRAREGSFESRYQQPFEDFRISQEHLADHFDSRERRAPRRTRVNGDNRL
Active calls of the source: *; · = no result given; & = joins results of further samples.

SMILES	hgDAF12 agonist	ADAM17 inh	SMARCA2 activ	Rev-erbA mod	hcDAF-12 act	ssDAF12 agonist	DAX1 inh-1	DAX1 inh-2	MBD2 DNA inh	PLCb3 inh	PLCg1 inh
C=CCn1c(C)cc(C(=O)COc2ccc(N(C)S(=O)(=O)c3ccc(NC(C)=O)cc3)cc2)c1C	-2.0	1	-2	-5	-2.6	-1.7	-0.9	0.1	4	-14	-1
c1ccc(NCc2ccccn2)cc1	3.3	-2	0	4	0.2	-1.3	1.6	1.1	-1	-7	1
CCCN(CCC)Cc1cc(=O)oc2ccccc12	2.1	-5	-2	1	0.5	-0.9	·	-1.1	3	-4	0
CCSc1nnc(-c2cc(Br)ccc2N)c(=O)[nH]1	-1.0	-2	-1	0	0.0	-0.9	1.2	-0.2	-13	2	4
COc1cc(OC)cc(C(=O)N[C@H](C(=O)Nc2cc(C)cc(C)c2)C(C)C)c1	-2.0	-6	-5	0	-2.0	-1.9	0.4	-0.7	-4	-3	-1
COc1ccc2c(c1)CC/C(=C\C=C\c1ccccc1OC)C2=O	5.5	-5	0	-5	-1.6	-0.4	1.4	0.2	0	-35	-29
O=C(c1ccc2c(=O)n3c(nc2c1)CCCCC3)N1CCN(c2ccccc2F)CC1	-1.4	-5	-1	0	-0.1	-1.2	-0.5	0.4	3	-3	-1
ClCCn1cnc2c(SCc3ccccc3)ncnc21	-1.6	3	8.0*	-5	1.2	-1.3	-3.8	7.5*	2	-3	7
CCCN(CC(=O)Nc1ccccc1C)C(=O)c1cccc(-n2cnnn2)c1	0.9	2	-2	-3	-0.8	-0.8	0.6	-0.7	-3	-3	3
N#C/C(=C/c1ccc(-c2ccc(C(=O)O)c(Cl)c2)o1)C(=O)NCC1CCCO1 (stereo unspecified)	0.2	-2	0	2	2.8	-1.6	-0.9	-0.4	-2	-36	-33
CC1=NN(c2ccccc2)C(=O)/C1=C/c1ccc(Cl)cc1	-1.1	4	0	4	2.9	-0.4	1.2	0.0	8	3	16*
COCCNC(=O)c1cc(-c2ccccc2)n(Cc2cc(C)no2)n1	-0.1	-2	1	-3	-2.0	-0.8	1.9	-0.1	3	2	3
CCN(CC)CCOC(=O)C(c1ccccc1)C1CCCCC1 (stereo unspecified)	1.8	-3	-1	-4&-1	1.5	-1.2	0.6	0.8	1	3	1
Cc1cccn2c(=O)nc(SCC(=O)c3ccc(Cl)cc3)nc12	-0.7	-1	-1	2	-1.2	-0.6	-0.2	1.8	1	-7	-1
CC(C)(C)c1ccc(/C=C(\C#N)C(=O)Nc2ccccn2)cc1	-2.5	-21	3	-2	-2.0	-0.5	-0.8	-0.1	2	-101	-60
COC(=O)c1ccccc1NC(=O)CNC(=O)c1ccco1	0.5	-4	0	3	-1.5	-0.9	2.5	-0.2	3	0	-2
CCCC[C@@H]1C(=O)N2N=Cc3cc(C)c(C)cc3[C@H]2N2N=Cc3cc(C)c(C)cc3[C@@H]12	-4.2	0	-6	2	-2.9	-0.7	·	-0.5	7	-10	0
CC1CCc2nn(CC(=O)NCc3ccco3)cc2C1 (stereo unspecified)	0.6	-1	1	5	2.9	-0.6	3.1	0.6	-6	3	0
CCOc1ccccc1NC(=O)COC(=O)c1cc[n+]([O-])cc1	-2.2	-1	-4	-1	-1.1	0.0	5.4*	-0.1	-7	-6	0
COc1cccc(-c2ccc3c(c2)N(Cc2cccc(F)c2)C(=O)C(C)S3)c1 (stereo unspecified)	-1.6	-2	-2	2	-1.8	-1.3	·	-0.1	3	0	2
CCc1ccc(C(=O)Nc2cccc(-c3nn[nH]n3)c2)s1	0.3	0	9.2*	-1	-0.8	-1.1	0.5	0.3	-3	-1	6
C[C@H]1[C@@H]2C[C@@]3(O[C@H](c4ccc(C(F)(F)F)cc4)N=C3C[C@@H]1c1ccccc1)N(Cc1ccncc1)C2=O	0.6	-3	-6	-5	0.2	-1.3	·	0.3	0	3	0
C=CCn1c(CNC(=O)c2ccco2)nnc1SCC(=O)c1ccc(F)cc1	0.4	-3	-2	1	-0.4	-1.0	0.0	0.2	1	-6	2
COc1ccc(/C=C2\SC(=S)N(CCC(=O)NC3CCCC3)C2=O)cc1OC	-0.6	-6	-1	4	-0.1	-1.0	2.9	0.3	2	-6	1
COc1ccc(C)cc1NC(=O)N1CCCc2ccccc21	-0.1	0	-2	-5	-0.1	-1.3	-0.2	-0.8	-1	3	2

Reprinted at random: 3 records from the list.
SMILES	hgDAF12 agonist	ADAM17 inh	SMARCA2 activ	Rev-erbA mod	hcDAF-12 act	ssDAF12 agonist	DAX1 inh-1	DAX1 inh-2	MBD2 DNA inh	PLCb3 inh	PLCg1 inh
COc1cc(OC)cc(C(=O)N[C@H](C(=O)Nc2cc(C)cc(C)c2)C(C)C)c1	-2.0	-6	-5	0	-2.0	-1.9	0.4	-0.7	-4	-3	-1
O=C(c1ccc2c(=O)n3c(nc2c1)CCCCC3)N1CCN(c2ccccc2F)CC1	-1.4	-5	-1	0	-0.1	-1.2	-0.5	0.4	3	-3	-1
C[C@H]1[C@@H]2C[C@@]3(O[C@H](c4ccc(C(F)(F)F)cc4)N=C3C[C@@H]1c1ccccc1)N(Cc1ccncc1)C2=O	0.6	-3	-6	-5	0.2	-1.3	·	0.3	0	3	0

Further entries.
SMILES	hgDAF12 agonist	ADAM17 inh	SMARCA2 activ	Rev-erbA mod	hcDAF-12 act	ssDAF12 agonist	DAX1 inh-1	DAX1 inh-2	MBD2 DNA inh	PLCb3 inh	PLCg1 inh
Cc1ccc(N2CCN(C(=O)c3nn(C)c4c3CS(=O)(=O)c3ccccc3-4)CC2C)cc1 (stereo unspecified)	-1.7	-1	-3	-5	-2.4	-1.4	-1.0	-0.5	-4	-8	-1
COc1ccccc1-n1c(SCC(=O)Nc2ccccc2F)nc2[nH]ncc2c1=O	-2.4	8	-2	6	-2.6	-1.3	1.5	0.1	-2	2	1
O=C(/C=C/c1ccco1)N1CCN(S(=O)(=O)c2cccs2)CC1	0.0	-2	-2	-8	-1.9	-1.2	6.6*	-0.7	-2	-16	0
CCOC(=O)c1c(NC(=S)NC)sc2c1CCCC2	-1.2	5	-3	-4	-0.7	-0.5	-1.1	-0.3	3	-14	-2
COc1ccc(/C=N\NC(=O)c2ccc(-c3ccccc3)cc2)c(OC)c1OC	-2.6	-4	0	10	-2.2	-1.0	1.0	-2.2	0	-32	-20
CN1C(C)(C)CC(NC(=O)CCC(=O)NC2CC(C)(C)N(C)C(C)(C)C2)CC1(C)C	-0.3	0	0	-3	0.8	-1.6	0.5	0.7	0	3	0
Cc1ccc(C(=O)N/C(=C/c2ccc(-c3cc(C(F)(F)F)ccc3Cl)o2)C(=O)NCc2cccnc2)cc1	-2.2	-4	1	-8	-2.0	-1.7	-0.2	-0.4	-5	-155	-83
C/C(=N\NC(=O)CNC(=O)c1ccc(F)cc1)c1ccco1	1.1	0	-2	-8	-0.4	-0.6	0.8	0.0	0	-9	0
Cc1cc2nc(-c3ccc(SCC(=O)Nc4ccc(S(=O)(=O)N5CCCC5)cc4)nc3)[nH]c2cc1C	10	-34	6	31*	3.5	-0.1	-0.2	3.7*	0	-92	-73
COc1ccc(O)c(/C=N/Nc2nc(Nc3ccccc3)nc(-n3nc(C)cc3C)n2)c1	-2.9	11*	3	4	-2.0	-1.7	-1.6	-3.0	2	-34	-36
O=C(CNC(=O)c1cccc(Cl)c1)Nc1ccc(F)c(F)c1F	-2.9	2	-1	0	-2.0	-0.6	0.4	-0.3	-6	-8	3
O=C(CNC(=O)c1cccs1)OCC(=O)c1ccc(Br)cc1	2.0	-3	0	2	0.0	-1.2	-0.9	0.2	-1	1	-1
Cc1ccc(OCc2cc(C(=O)NC(C)Cc3cnccn3)no2)cc1C (stereo unspecified)	-2.4	2	-2	-4	-1.0	-1.3	-0.3	-0.9	0	-1	4
CC(C)(C)c1ccc(-n2ncc3c2CCCC3NC(=O)CCCn2cncn2)cc1 (stereo unspecified)	-4.9	-1	-2	-2	-2.4	-1.4	-1.6	-0.9	-3	-5	-1
CCN(CC)S(=O)(=O)c1cccc(NC(=O)c2ccc(SC)cc2OC)c1	-4.9	2	-5	-2	-3.5	-2.6	-1.5	-2.8	3	-7	-1
COc1ccc(N(C(=O)c2ccccc2OC(C)=O)C(C)C2CC2)cc1 (stereo unspecified)	0.9	3	1	-3	2.4	-0.5	-0.4	-0.9	4	4	2
COc1ccc(-n2ccc(=O)c3c2CCCC3=O)cc1	2.6	4	5	-2	-1.9	-1.0	-0.8	0.4	9	2	5
CCOc1ccc(C(=O)N[C@H](C(=O)Nc2ccc(OC)c(S(=O)(=O)N3CCOCC3)c2)C(C)C)cc1	-0.1	0	0	0	-1.9	-1.2	-0.7	0.0	-3	2	-1
COc1ccccc1OCCNC(=O)C(=O)c1c[nH]c2ccccc12	1.1	-1	4	2	0.1	-0.3	0.7	0.9	-1	-3	2
COC(=O)CSc1nc2ccc(NC(C)=O)cc2s1	0.6	-9	0	1	-1.2	-0.5	1.4	-0.1	2	-4	-4
CCCc1nc(SCc2ccc(OCC)cc2)n[nH]1	1.8	-4	-2	-3	-1.7	-0.8	2.2	0.0	3	-4	-2
COC(=O)c1ccc(NC(=O)CCS(=O)(=O)c2ccc(Br)s2)cc1	-3.1	4	-4	-1	-1.1	-1.1	1.3	-1.4	3	5	5
COc1ccc(/C=C/C(=O)O)cc1S(=O)(=O)N1CCCc2ccccc21	-2.9	3	-3	-1	-1.2	-0.8	-0.6	0.3	-2	1	3
CC(=O)N1CCN(C(=O)c2cc(C)nc3ccccc23)CC1	-0.5	-3	-4	2	-0.3	-1.3	0.2	0.4	2	0	-3
CCCCN1CCCOc2cc(Br)ccc2S1(=O)=O	-0.7	-1	-1	0	-0.4	0.2	·	-0.3	3	3	2
CCC(=O)Nc1ccc(N2CCN(C(=O)c3ccccc3C)CC2)cc1	0.6	-1	-1	0	-1.6	-0.6	0.2	-0.5	-2	4	2
COc1cc(N2CCCC2)ccc1C=O	-0.7	-1	-5	-1	-0.4	-1.2	-0.2	-1.8	3	2	5
COc1ccc(OCC(=O)NNC(=O)Cc2coc3cc(OC)ccc23)cc1	0.2	-6	-3	1	-0.2	-1.2	0.4	0.4	1	-1	-3
CC(=O)Nc1ccc(S(=O)(=O)N(C)CC(=O)OCC(=O)c2ccc[nH]2)cc1	0.9	-7	-5	-12	0.5	-1.1	0.1	-0.3	-7	-3	3
CC(CCc1ccccc1)NC(=O)c1ccc2nc(N3CCOCC3)sc2c1 (stereo unspecified)	1.3	-5	-1	-5	-1.3	-2.0	0.7	0.2	6	-7	1

Shown comma-delimited: 3 of the compounds above.
SMILES,hgDAF12 agonist,ADAM17 inh,SMARCA2 activ,Rev-erbA mod,hcDAF-12 act,ssDAF12 agonist,DAX1 inh-1,DAX1 inh-2,MBD2 DNA inh,PLCb3 inh,PLCg1 inh
CCCN(CC(=O)Nc1ccccc1C)C(=O)c1cccc(-n2cnnn2)c1,0.9,2,-2,-3,-0.8,-0.8,0.6,-0.7,-3,-3,3
N#C/C(=C/c1ccc(-c2ccc(C(=O)O)c(Cl)c2)o1)C(=O)NCC1CCCO1 (stereo unspecified),0.2,-2,0,2,2.8,-1.6,-0.9,-0.4,-2,-36,-33
CC1=NN(c2ccccc2)C(=O)/C1=C/c1ccc(Cl)cc1,-1.1,4,0,4,2.9,-0.4,1.2,0.0,8,3,16*
